GLS inh = qHTS for Inhibitors of Glutaminase (GLS); Glutaminase kidney isoform, mitochondrial (Homo sapiens), O94925; GLS enzymatic activity, qHTS titration; Potency, µM (doses to about 45.5 µM), for the others: at the highest dose activity change, negative = inhibition, hits mostly inhibitors; 0.21% of 410,000 active
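hKGA in 45 mM KH2PO4 (pH 8.2), 0.02% Tween-20 with compound, then 1mM L-Glutamine (stock as added) plus glutamate oxidase/HRP/Amplex red coupling mix. Fluorescence read initially and after 30 min at RT; signal change reflects glutamate formation.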
TrxR1 inh = qHTS Assay for Inhibitors of Mammalian Selenoprotein Thioredoxin Reductase 1 (TrxR1): qHTS. Thioredoxin reductase 1, cytoplasmic (Rattus norvegicus), O89049. Potency, µM (series often up to 114 µM), inactives show top-dose activity change, negative = inhibition, hits mostly inhibitors. 1% of 390,000 active. recombinant rTrxR1, NADPH fluorescence consumption, selenite substrate; further: nearly all actives have a fitted effect of over 65% in size
Target sequence (O89049 whole entry, looked up): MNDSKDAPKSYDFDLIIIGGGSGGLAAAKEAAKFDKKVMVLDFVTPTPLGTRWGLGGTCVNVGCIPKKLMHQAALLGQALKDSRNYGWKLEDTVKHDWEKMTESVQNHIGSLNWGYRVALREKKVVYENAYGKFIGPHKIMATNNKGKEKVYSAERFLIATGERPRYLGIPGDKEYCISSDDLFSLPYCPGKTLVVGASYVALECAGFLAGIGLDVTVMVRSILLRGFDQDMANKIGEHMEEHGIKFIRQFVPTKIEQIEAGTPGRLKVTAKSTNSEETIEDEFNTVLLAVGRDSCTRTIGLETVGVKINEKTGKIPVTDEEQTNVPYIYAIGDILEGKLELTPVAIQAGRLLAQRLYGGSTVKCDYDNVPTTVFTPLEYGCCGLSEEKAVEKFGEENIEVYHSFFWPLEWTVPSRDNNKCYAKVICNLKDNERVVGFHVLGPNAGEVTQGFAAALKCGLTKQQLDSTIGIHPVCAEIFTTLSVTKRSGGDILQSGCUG
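Rat TrxR1 (90 nM in the dispensed reagent) was pre-reduced with 400 uM NADPH for 5 min at room temperature, then incubated with compound for 15 min. After 400 uM selenite was added, NADPH fluorescence (Ex 340/Em 450 nm) was followed for 8 min.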
* marks the source's active call; other numbers are inactive results; ? = inconclusive; nt = no result given; & = joins results of further samples; [ ] = dose if it differs, or a comment. The call rests on the fitted dose curve; in most records, active means well fitted curve in the direction sought with a large enough effect; inconclusive means small, poorly fitted or top-dose-only effect, or another doubt; inactive means no such curve, though single readings can be large; an effect the other way counts as inactive or inconclusive. On the % scale 0 is the no-effect control and ±100 the full control effect; potency means the concentration at half of the fitted maximal effect.

| GLS inh | TrxR1 inh | mol |
| --- | --- | --- |
| nt | ? | CN(C)C1C(=O)C(C(N)=O)=C(O)[C@@]2(O)C(=O)C3=C(O)c4c(O)ccc(Cl)c4[C@@H](O)C3C[C@@H]12 (stereo partly specified) |
| nt | 6.6% | CSc1nc(N)c2ncn([C@@H]3O[C@H](COP(=O)(O)OP(=O)(O)O)[C@H](O)[C@H]3O)c2n1 |
| nt | -3.8% | CC(C)(C)NCC(O)COc1nsnc1N1CCOCC1 (stereo unspecified) |
| nt | 19.2%[57.1 µM] | NCCNC(=O)c1ccc(Cl)cc1 |
| nt | ? | N#CC(Cc1ccc(O)c(O)c1)C(=O)N1CCc2ccccc21 (stereo unspecified) |
| nt | -13.9% | COC(=O)c1c(-c2cc(OC)c(OC)c(OC)c2)c2ccc(OCc3ccccn3)cc2c(=O)n1-c1ccc(N)cc1 |
| nt | 106.1%[activator] | CC(O)[C@@H](O)[C@H]1CNc2nc(N)[nH]c(=O)c2N1 (stereo partly specified) |
| nt | -1.6% | CNc1ncnc2c1ncn2[C@@H]1O[C@H](CO)[C@H](O)[C@H]1O |

Of the compounds above, these contain a Cl atom.
| GLS inh | TrxR1 inh | mol |
| --- | --- | --- |
| nt | ? | CN(C)C1C(=O)C(C(N)=O)=C(O)[C@@]2(O)C(=O)C3=C(O)c4c(O)ccc(Cl)c4[C@@H](O)C3C[C@@H]12 (stereo partly specified) |
| nt | 19.2%[57.1 µM] | NCCNC(=O)c1ccc(Cl)cc1 |

(more compounds)
| GLS inh | TrxR1 inh | mol |
| --- | --- | --- |
| nt | 19.8% | NC(=NCc1ccc(Cl)c(Cl)c1)NC(=O)c1nc(Cl)c(N)nc1N |
| nt | ? | C#C[C@]1(O)CC[C@H]2C3CCC4=Cc5oncc5CC4(C)C3CCC21C (stereo partly specified) |
| nt | ? | CN(C)CCCCSC(=N)N |
| 2.0% | nt | O.O=C([O-])CC([S-])C(=O)[O-].[Au+].[Na+].[Na+] (stereo unspecified) |
| 7.8% | nt | O=C1O[C@H]2[C@@H](OC(O)[C@@H]2O)[C@H]1O (stereo partly specified) |
| 0.1% | nt | COc1cc2c(cc1OC)[C@@H](Cc1cc(OC)c(OC)c(OC)c1)[N+](C)(CCCOC(=O)CC/C=C/CCC(=O)OCCC[N+]1(C)CCc3cc(OC)c(OC)cc3[C@H]1Cc1cc(OC)c(OC)c(OC)c1)CC2 (stereo partly specified) |
| -2.6% | nt | CC[C@@]1(O)C(=O)OCc2c1cc1n(c2=O)Cc2cc3c([N+](=O)[O-])cccc3nc2-1 |
| -2.9% | nt | CCCCCCCCCCCCCCCCCC(=O)[O][Al] |

Another view of part of the listing above.
Each structure is followed by: GLS inh, TrxR1 inh
COc1cc2c(cc1OC)[C@@H](Cc1cc(OC)c(OC)c(OC)c1)[N+](C)(CCCOC(=O)CC/C=C/CCC(=O)OCCC[N+]1(C)CCc3cc(OC)c(OC)cc3[C@H]1Cc1cc(OC)c(OC)c(OC)c1)CC2 (stereo partly specified)
→ 0.1%, nt
O.O=C([O-])CC([S-])C(=O)[O-].[Au+].[Na+].[Na+] (stereo unspecified)
→ 2.0%, nt
NC(=NCc1ccc(Cl)c(Cl)c1)NC(=O)c1nc(Cl)c(N)nc1N
→ nt, 19.8%
CN(C)CCCCSC(=N)N
→ nt, ?
CC[C@@]1(O)C(=O)OCc2c1cc1n(c2=O)Cc2cc3c([N+](=O)[O-])cccc3nc2-1
→ -2.6%, nt

Additional structures:
| GLS inh | TrxR1 inh | mol |
| --- | --- | --- |
| -9.2% | nt | CN(C)[C@@H]1C(=O)C(C(N)=O)=C(O)[C@]2(O)C(=O)C3=C(O)c4c(O)ccc(Cl)c4[C@H](O)[C@H]3C[C@@H]12 |
| 19.9% | nt | C[C@]12O[C@H](C[C@]1(O)CO)n1c3ccccc3c3c4c(c5c6ccccc6n2c5c31)CNC4=O |
| -3.5% | nt | CC1=C(/C=C/C(C)=C\C=C\C(C)=C\C=C\C=C(C)\C=C\C=C(C)\C=C\C2=C(C)C[C@@H](O)CC2(C)C)C(C)(C)C[C@H](O)C1 |
| 4.0% | nt | OC1c2cc(Br)ccc2N=C2CCCCCN21 (stereo unspecified) |
| -11.5% | nt | O=C(O)[C@@H](O)[C@@H](O)[C@H](O)C(=O)CO |
| 56.2%[activator] | nt | COC1C=CO[C@@]2(C)Oc3c(C)c(O)c4c(O)c(c(C=NN5CCN(C)CC5)c(O)c4c3C2=O)NC(=O)/C(C)=C\C=CC(C)C(O)[C@@H](C)C(O)C(C)[C@H](OC(C)=O)C1C (stereo partly specified) |
| -2.1% | nt | COCC1=C(C(=O)OC(C)OC(=O)OC(C)C)N2C(=O)C(NC(=O)/C(=N\OC)c3csc(N)n3)C2SC1 (stereo unspecified) |
| -1.5% | nt | O=C1/C(=C\c2cccs2)CCC/C1=C/c1cccs1 |
| -7.8% | nt | CC1(C)O[C@@H]2C[C@H]3[C@@H]4CCC5=CC(=O)C=C[C@]5(C)[C@H]4C(O)C[C@]3(C)[C@]2(C(=O)CO)O1 (stereo partly specified) |
| 0.1% | nt | CC(=O)O[C@H]1C[C@@]2(C)[C@H](C[C@@H](O)[C@H]3[C@@]4(C)CC[C@@H](O)[C@@H](C)[C@H]4CC[C@@]32C)C1=C(CCC=C(C)C)C(=O)O |
| 2.6% | nt | N#CC(c1ccc(Cl)cc1)c1c(Cl)cc(-n2ncc(=O)[nH]c2=O)cc1Cl (stereo unspecified) |
| -6.7%[20 µM] | nt | CCCC[C@H]1C(=O)N(c2ccccc2)N(c2ccc(O)cc2)C1=O |
| 6.8% | nt | CCOC(=O)C1=C[C@@]2(CC)CCCN3CCc4c(n1c1ccccc41)[C@H]32 |
| -2.2%[20 µM] | nt | C[C@@H](C(=O)O)c1ccc(C(=O)c2ccccc2)s1 |
| 11.5% | nt | CN1CCC(OC(=O)C(Oc2ccc(Cl)cc2)Oc2ccc(Cl)cc2)CC1 |
| -12.4% | nt | CCCCCCCCCCCCCCCC(=O)O[C@H]1[C@@H](O)[C@@H](O)[C@@H]([C@H](NC(=O)[C@@H]2C[C@@H](CCC)CN2C)[C@H](C)Cl)O[C@@H]1SC |
| 6.6% | nt | CCC1OC(=O)C[C@@H](O)[C@H](C)[C@@H](OC2OC(C)CC(N(C)C)C2O)[C@@H](CC=O)C[C@@H](C)C(=O)/C=C/[C@]2(C)OC2C1C (stereo partly specified) |
| -4.7% | nt | NCCN |
| 0.0% | nt | Fc1ccc(C(c2ccc(F)cc2)N2CCN(CC=Cc3ccccc3)CC2)cc1 |
| -0.8% | nt | CC(=O)OCC(=O)[C@@]1(O)[C@H](C)C[C@H]2C3C[C@H](F)C4=CC(=O)C=CC4(C)C3[C@@H](O)CC21C (stereo partly specified) |
| 9.0% | nt | CCCC(=O)Nc1c(I)cc(I)c(C[C@H](CC)C(=O)O)c1I |
| -5.3% | nt | CC(=O)[C@H]1CC[C@H]2C3CC=C4C[C@@H](O)CC[C@]4(C)C3CC[C@]12C (stereo partly specified) |
| 0.2% | nt | CCC(CCC(C)C1CCC2C3CC=C4CC(O)CC[C@@]4(C)C3CC[C@@]12C)C(C)C (stereo partly specified) |
| -5.3%[20 µM] | nt | CC(C)(C)NC[C@@H](O)COc1ccccc1C1CCCC1 |
| -14.4%[20 µM] | nt | CO[C@H]1C[C@@H](O[C@@H]2[C@H](C)[C@H](O[C@@H]3O[C@@H](C)C[C@@H](N(C)C)[C@@H]3O)[C@H](C)C[C@]3(CO3)C(=O)[C@H](C)[C@H](O)[C@H](C)[C@H](C)OC(=O)[C@@H]2C)O[C@@H](C)[C@H]1O |
| -1.4% | nt | C[C@H]1C[C@@H]2[C@H]([C@@H](O)C[C@@]3(C)[C@H]2CC[C@]3(O)C(=O)COC(=O)CCC(=O)O)[C@@]2(C)C=CC(=O)C=C12 |
| -6.0% | nt | CN(C(=O)CO)c1c(I)c(C(=O)NCC(O)CO)c(I)c(C(=O)NCC(O)CO)c1I (stereo unspecified) |
| 2.2% | nt | C[C@]12C=CC(=O)C=C1CCC1C2C(O)C[C@]2(C)C1CC[C@]2(O)C(=O)CO (stereo partly specified) |
| -23.2%[20 µM] | nt | C=CC1=C(C(=O)O)N2C(=O)[C@@H](NC(=O)/C(=N\OCC(=O)O)c3csc(N)n3)[C@@H]2SC1 |
| 24.0% | nt | CN(C)C(=O)CCSC(SCCC(=O)O)c1cccc(/C=C/c2ccc3ccc(Cl)cc3n2)c1 (stereo unspecified) |
| 4.2%[20 µM] | nt | CC(=O)C[C@H](c1ccc([N+](=O)[O-])cc1)c1c(O)c2ccccc2oc1=O |
| 20.2% | nt | N#Cc1ccc2c(c1)N(CCCN1CCC(O)CC1)c1ccccc1S2 |
| 4.6% | nt | CC(C)CC1NC(=O)C(CCCN)NC(=O)C(C(C)C)NC(=O)C2CCCN2C(=O)C(Cc2ccccc2)NC(=O)C(CC(C)C)NC(=O)C(CCCN)NC(=O)C(C(C)C)NC(=O)C2CCCN2C(=O)C(Cc2ccccc2)NC1=O (stereo unspecified) |
| ? | nt | CC1(C)SC2C(NC(=O)C(C(=O)O)c3ccccc3)C(=O)N2C1C(=O)O (stereo unspecified) |
| 0.5% | nt | Cc1cc(-n2c(=O)[nH]c(=O)n(C)c2=O)ccc1Oc1ccc(S(=O)(=O)C(F)(F)F)cc1 |
| -2.9% | nt | CC(C)[C@@H](N)C(=O)O |
| -25.2% | nt | CC(C)=O |
| -10.0% | nt | CC(=O)NC1[C@H]([C@H](O)[C@H](O)CO)OC(C(=O)O)=C[C@H]1N=C(N)N (stereo partly specified) |
| 4.5% | nt | OB(O)O |
| -0.2% | nt | CC1(C)S[C@@H]2[C@H](NC(=O)[C@H](C(=O)O)c3ccsc3)C(=O)N2[C@H]1C(=O)O |
| -0.4% | nt | CC(=O)OC1CCC2(C)C(=CCC3C2CCC2(C)C(C(C)=O)CCC32)C1 (stereo unspecified) |
| -16.6% | nt | NCC1O[C@@H](O[C@@H]2C(O)[C@H](O[C@H]3OC(CO)C(O)C(N)C3O)[C@@H](N)C[C@H]2N)C(N)C(O)C1O (stereo partly specified) |
| 18.6% | nt | CCCCCCCCCCCCCCCC(=O)OC[C@@H](NC(=O)C(Cl)Cl)[C@H](O)c1ccc([N+](=O)[O-])cc1 |
| 8.4% | nt | CCCCCC[C@@H](O)C/C=C\CCCCCCCC(=O)O |
| -15.4% | nt | O=C1[O][Bi][O]c2ccccc21 |
| 12.0% | nt | O=C(CCCN1CCN2CCCC2C1)c1ccc(F)cc1 (stereo unspecified) |
| -27.5%&10.4% | nt | CO[C@H](C(=O)[C@@H](O)[C@@H](C)O)C1Cc2cc3cc(O[C@H]4C[C@@H](O[C@H]5C[C@@H](O)[C@H](O)[C@@H](C)O5)[C@@H](O)[C@@H](C)O4)c(C)c(O)c3c(O)c2C(=O)[C@H]1O[C@H]1C[C@@H](O[C@H]2C[C@@H](O[C@H]3C[C@](C)(O)[C@H](O)[C@@H](C)O3)[C@H](O)[C@@H](C)O2)[C@H](O)[C@@H](C)O1 (stereo partly specified) |
| 15.3% | nt | COc1ccc2c(c1)OC(C)(C)C(c1ccccc1)C2c1ccc(OCCN2CCCC2)cc1 (stereo unspecified) |
| -1.1% | nt | N[C@@H]1C(O)OC(CO)C(O)C1O (stereo partly specified) |
| 7.7% | nt | CC1(C)OC[C@@H]2O[C@@]3(C(=O)O)OC(C)(C)O[C@@H]3[C@@H]2O1 |
| 13.1% | nt | CNCC(=O)NC(CCCN=C(N)N)C(=O)NC(C(=O)NC(Cc1ccc(O)cc1)C(=O)NC(C(=O)NC(Cc1cnc[nH]1)C(=O)N1CCCC1C(=O)NC(C)C(=O)O)C(C)C)C(C)C (stereo unspecified) |
| ? | nt | Cc1ncc(COP(=O)(O)O)c(CN)c1O |
| 4.4% | nt | O=S(=O)(O)CCCS(=O)(=O)O |
| 11.5% | nt | COc1cc([C@H]2c3cc4c(cc3[C@@H](O[C@H]3O[C@H]5CO[C@@H](C)O[C@H]5[C@@H](O)[C@@H]3O)[C@@H]3COC(=O)[C@H]23)OCO4)cc(OC)c1O |
| 9.4% | nt | CC(CC(c1ccccc1)c1ccccc1)NC(C)(C)C (stereo unspecified) |
| 14.4% | nt | c1ccc2c(c1)OCC(CN1CCCCC1)O2 (stereo unspecified) |

More results:
| GLS inh | TrxR1 inh | mol |
| --- | --- | --- |
| -6.3% | nt | Cc1cccc(C)c1NC(=O)NC1=CCCN1C |
| 9.1% | nt | COc1ccc(C(=O)c2ccc(C)cc2)c(O)c1 |
| -117.0% | nt | O=C(Nc1ccc(/C=C/c2ccc(NC(=O)c3cc(S(=O)(=O)O)c4cccnc4c3O)cc2S(=O)(=O)O)c(S(=O)(=O)O)c1)c1cc(S(=O)(=O)O)c2cccnc2c1O |
| 4.0% | nt | OCCOC[C@H]1O[C@H](OCCO)[C@H](OCCO)[C@@H](OCCO)[C@@H]1OCCO (tested in a mixture with another compound) |
| 22.8% | nt | CN(C)CC[C@@](O)(c1ccccc1)c1ccccc1Cl |
| -5.2% | nt | C[C@@H]1O[C@H](O[C@@H]2\C=C/C=C\C=C/C=C\C[C@H](C)OC(=O)/C=C\[C@H]3O[C@@H]3C[C@H](O)C[C@]3(O)C[C@@H](O)[C@@H](C(=O)O)[C@H](C2)O3)[C@@H](O)[C@H](N)[C@@H]1O (stereo in doubt) |
| 0.8% | nt | Nc1ncnc2c1ncn2CCOCP(=O)(O)O |

High-throughput results from PubChem.

Only part of the results is shown; count on the stated rates, not on these rows.
